BoNT-F LC inh: BoNT F light chain protease inhibition; hit rate 0.22% among 360,000; Multiplex microsphere protease cleavage assay, flow cytometry; inhibition, % at 10 µM; in the data active = inhibition above about 35%, passing the limit was not always enough; inconclusive = no clear call, values can overlap the other calls; note: plate controls were buffer without enzyme for full effect and enzyme alone for no effect
PriA SSB inh: K. pneumoniae PriA-SSBct interaction inhibition | AlphaScreen SSBct-PriA binding, biotinylated peptide | inhibition, % at 33 µM | hit rate 0.6% among 430,000 | AID 1272365; in the data active = inhibition mostly above about 37%, no sharp cut-off; inactive = mostly below about 20%;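 note: plate controls were negative control peptide for no effect and reference peptide for full effect; strong numbers were not always called active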
BoNT A protease: blocks Botulinum neurotoxin A light chain protease; AID 588499; hit rate 0.17% among 360,000; inhibition, % at 10 µM; multiplex microsphere protease substrate cleavage, flow cytometry; note: plate controls were buffer without enzyme for full effect and enzyme alone for no effect
Anthrax LF inh2: anthrax lethal factor protease inhibition; multiplex microsphere protease cleavage assay, LF; hit rate 0.12% among 360,000; AID 588501; P15917; inhibition, % at 10 µM; note: plate controls were buffer without enzyme for full effect and enzyme alone for no effect
Target sequence (P15917 whole entry, looked up): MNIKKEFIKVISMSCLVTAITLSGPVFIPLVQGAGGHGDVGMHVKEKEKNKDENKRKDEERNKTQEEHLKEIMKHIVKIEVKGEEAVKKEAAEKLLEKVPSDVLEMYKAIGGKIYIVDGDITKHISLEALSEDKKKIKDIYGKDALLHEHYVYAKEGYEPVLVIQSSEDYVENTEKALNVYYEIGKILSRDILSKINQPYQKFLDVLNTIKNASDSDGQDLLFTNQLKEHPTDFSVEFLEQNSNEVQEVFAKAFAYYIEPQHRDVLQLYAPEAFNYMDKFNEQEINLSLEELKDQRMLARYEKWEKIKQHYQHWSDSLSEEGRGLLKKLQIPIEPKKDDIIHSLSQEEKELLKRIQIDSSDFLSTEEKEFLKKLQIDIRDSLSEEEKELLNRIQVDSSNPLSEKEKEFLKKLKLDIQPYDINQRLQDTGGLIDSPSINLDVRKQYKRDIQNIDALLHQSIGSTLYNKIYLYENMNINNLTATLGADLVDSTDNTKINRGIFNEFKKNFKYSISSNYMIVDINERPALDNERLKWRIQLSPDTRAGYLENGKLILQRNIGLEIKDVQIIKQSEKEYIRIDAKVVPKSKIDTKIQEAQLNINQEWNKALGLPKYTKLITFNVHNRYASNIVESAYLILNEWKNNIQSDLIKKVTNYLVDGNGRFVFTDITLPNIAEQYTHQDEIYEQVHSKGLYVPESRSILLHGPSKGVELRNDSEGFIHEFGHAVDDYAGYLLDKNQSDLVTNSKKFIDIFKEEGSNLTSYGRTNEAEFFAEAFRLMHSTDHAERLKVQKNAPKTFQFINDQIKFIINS
MazEF act: MazEF (E. coli) toxin RNase activation; P0AE70; FAM/BHQ RNA-DNA oligo cleavage fluorescence, 5 h; activation, % at 20 µM; hit rate 0.32% among 350,000; AID 504720; in the data active = activation above about 50%
Target sequence (P0AE70 whole entry, looked up): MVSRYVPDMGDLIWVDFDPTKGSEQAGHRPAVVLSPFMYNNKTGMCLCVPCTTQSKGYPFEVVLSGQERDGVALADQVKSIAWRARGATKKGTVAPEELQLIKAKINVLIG
VHR inh abs: inhibitors of human VHR1 phosphatase (DUSP3) | P51452 | recombinant VHR phosphatase, pNPP absorbance | inhibition, % at 13.3 µM | hit rate 0.52% among 290,000 | AID 1654; in the data active = inhibition above about 50%; note: some compounds called inactive have numbers as strong as hits
Target sequence (P51452 whole entry, looked up): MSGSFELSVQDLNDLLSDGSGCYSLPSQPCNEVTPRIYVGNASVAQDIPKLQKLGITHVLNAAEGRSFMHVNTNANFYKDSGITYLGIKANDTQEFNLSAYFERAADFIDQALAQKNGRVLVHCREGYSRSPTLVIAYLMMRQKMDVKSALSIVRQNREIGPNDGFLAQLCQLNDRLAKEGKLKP
Rv3671c protease: inhibitors of M. tuberculosis serine protease Rv3671c | P9WHR9 | hit rate 0.048% among 320,000 | inhibition, % at 5.96 µM; in the data active = inhibition above about 38%;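 note: extracellular domain of Rv3671c used as enzyme; 0% = enzyme with DMSO and 100% = no enzyme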
CCHF vOTU inh: blocks the CCHF virus ovarian tumor domain protease. CCHFV vOTU protease, Pep-AMC fluorescence. inhibition, % at 11.5 µM. hit rate 0.55% among 370,000. AID 651958; in the data active = inhibition above about 30%; note: 0% = vehicle wells with enzyme and 100% = no enzyme wells
3CLpro inhibitor: SARS-CoV 3CLpro protease inhibition. recombinant SARS-CoV 3CLpro, quenched FRET peptide cleavage. P0C6X7. inhibition, % at 6 µM. hit rate 0.14% among 290,000; in the data active = inhibition above about 12%
PrPC surface inh: cell surface PrPC inhibition, primary TR-FRET screen | inhibition, % at 13.8 µM | hit rate 0.43% among 370,000 | TR-FRET read-out | P04156; in the data active = inhibition above about 24%; note: 0% = median of the test wells and 100% = reference compound wells
* marks the source's active call; other numbers are inactive results; ? = inconclusive; nt = not tested or not shown; & = joins results of further samples. Cut-off read from the data, not from the text of the source, unless noted: active = inhibition above about 30%; inconclusive = no clear call, values can overlap the other calls; inactive = below that. This is a subset, so the mix of outcomes need not match the whole.

Value order: BoNT-F LC inh	PriA SSB inh	BoNT A protease	Anthrax LF inh2	MazEF act	VHR inh abs	Rv3671c protease	CCHF vOTU inh	3CLpro inhibitor	PrPC surface inh
- COc1ccc(Br)c(Cn2c(C)c(C(=O)NCCC#N)sc2=O)c1
    -13	nt	-0.7	-3	nt	nt	nt	-2	nt	-3
- CC(Cc1ccccc1)N/C=C1/CC(=O)NC1=O (centres undefined)
    31	nt	3.7	3	3	-16	-5	7	-2	6
- O=C1NC(c2ccccc2Br)=N/C1=C\c1ccco1
    -14	11	0.2	-4	-3	-5	2	-2	1	-3
- Cc1ccccc1-n1c(Cc2cccs2)n[nH]c1=S
    -20	-7	-1.8	0	-8	11	-4	-11	2	-1
- Cc1ccc2nc(-c3ccccc3)cc(C(=O)N3CC(C)OC(C)C3)c2c1 (centres undefined)
    5	-8	0.8	-4	2	nt	-4	1	nt	-1
- CC(C)(C)NC(=S)NNC(=O)c1cccc(Br)c1
    6	-1&-15	0.3	-2	7	22	10	14	0	4
- COC(=O)C1=C(NC(=O)COc2ccc(Cl)cc2Cl)CCS1
    2	-6	-0.4	1	-7	13	-5	11	0	3
- O=C(OCc1nc2ccccc2[nH]1)C12CC3CC(CC(C3)C1)C2
    -11	-17	-3.5	-5	3	19	-2	-3	0	1
- N/C(=N\OC(=O)c1ccc(Cl)cc1[N+](=O)[O-])c1cccnc1
    -4	nt	-1.0	-21	1	31	0	-8	6	1
- CCCC1(CCC)NC(=O)NC1=O
    11	-11	-0.1	3	0	21	-6	3	4	0
- Nc1ccc2c(c1)C1(CCC2)NC(=O)NC1=O (centres undefined)
    -3	nt	-0.3	0	6	nt	nt	5	nt	10
- O=C(c1cc(COc2ccc(F)cc2F)on1)N1CCOCC1
    0	-14	-1.5	-3	3	-20	-2	-14	-1	0
- CSc1nc(NCCCN(C)C)c2c3c(sc2n1)CN(C)CC3
    nt	nt	nt	nt	nt	49	nt	-43	-11	2
- O=C(NC1CCCCCC1)c1ccc(Br)o1
    -2	4	-0.2	3	5	22	2	11	3	-1
- Cc1ccc(-c2nnn(CC(=O)N(CC3CCCO3)C(C(=O)NC3CCCC3)c3ccc(F)cc3)n2)o1 (centres undefined)
    24	-3	0.2	-4	6	2	6	1	3	-1
- O=C(CSc1ccccc1)NCC1(N2CCCCC2)CCCCC1
    14	-2	0.9	0	-2	nt	-5	20	nt	-4
- Cc1cc(NC(=O)C2CCCCC2)ccc1NC(=O)c1ccccc1Cl
    -3	-2	-1.0	-2	4	6	-5	-6	0	8
- CC(=O)NC1CCCc2c1cnn2-c1ccc(C(C)(C)C)cc1 (centres undefined)
    21	-4	-3.1	-1	0	-8	2	-8	2	-3
- O=C(CNS(=O)(=O)c1ccccc1)Nc1ccc(F)cc1F
    -12	-5	-1.8	2	-7	19	-4	-3	-2	1
- CCc1cccc2c(=O)c(C(=O)N3CCOCC3)c[nH]c12
    12	-6	-0.3	3	2	21	2	-5	0	-2
- CCOCCCNS(=O)(=O)c1ccc(Br)cc1
    2	-13	0.2	-4	3	3	-4	10	1	-3
- CCCn1c(=S)[nH]c2cc(OC)c(OC)cc2c1=O
    -2	-17	-0.8	-1	7	1	-4	nt	-1	nt
- O=[N+]([O-])c1ccc2c(c1)nc1n2CCN(C2CCCCC2)C1
    -4	-12	0.3	-1	6	39	3	8	1	-17
- CCOC(=O)Cc1nnc(NC(=O)C2CCCCC2)s1
    -5	-3	-0.4	-2	3	14	9	-5	7	7
- CC(C)c1ccc(NC(=O)N2CCOCC2)cc1
    -11	-29	1.4	-4	14	22	4	8	0	0
- COc1ccc(N(Cc2ccccc2)C(=O)OC(C)(C)C)c(C(=O)N(C)OC)c1
    -4	-2	-0.9	-2	1	nt	-2	-4	nt	7
- CN(C(=O)c1cccc(NC(=O)Cc2cccc(NC(=O)C3CCCN(C(=O)C4CC4)C3)c2)c1)C1CC1 (centres undefined)
    -1	-6	-0.4	-3	2	nt	nt	1	nt	4
- O=c1c(N2CCOCC2)coc2ccccc12
    1	5	-0.1	-2	6	8	-3	-9	-3	-3
- COc1ccc(O)c(C(=O)c2cnn(C(=O)c3cccc(S(=O)(=O)N(C)C)c3)c2)c1
    -2	-3	0.5	-7	-17	nt	1	9	nt	2
- S=C(NCCc1ccccc1)N1Cc2ccccc2-n2nncc2C1
    1	nt	0.1	-1	3	nt	nt	-2	nt	1
- O=C1C2C3C=CC(O3)C2C(=O)N1N=Cc1cccc2ccccc12 (centres undefined)
    4	-11	0.0	-3	5	nt	nt	7	nt	1
- CCOC(=O)C1=C(C)N=c2s/c(=C\c3ccc(C(=O)O)cc3)c(=O)n2C1c1ccc(OC)cc1OC (centres undefined)
    ?	nt	-1.6	0	-19	nt	-1	-7	5	-2
- CCc1ccc(NC(=O)CSc2nc3ncc(Br)cc3[nH]2)cc1
    -4	5	0.1	0	-8	-6	-2	13	2	6
- O=C(CSc1nnc(CNC(=O)c2ccccc2)o1)c1ccccc1
    4	2&-22	-1.6	-2	-11	24	-4	-4	-2	-3
- COc1ccccc1NC(=O)CN(Cc1ccco1)C(=O)c1cc2ccccc2o1
    4	nt	-0.1	-2	nt	26	2	nt	-3	nt
- CC(Oc1ccccc1)C(=O)N1CCC2(CC1)CC(=O)c1ccccc1O2 (centres undefined)
    15	-20	-3.9	0	2	nt	-4	1	nt	-6
- Cc1ccc(CSc2ncn(-c3ccccc3)n2)cc1
    -8	-6	?	-5	8	11	0	7	0	0
- CCOC(=O)C(C)Sc1nnc(Cc2cc(=O)[nH]c(=O)[nH]2)n1-c1ccc(OCC)cc1 (centres undefined)
    2	-8	0.1	4	12	-4	2	-8	-1	5
- O=C(CSc1ccccc1)Nc1ccc(NC(=O)c2ccco2)cc1
    -7	-6	-0.4	-4	-12	23	-29	-15	-2	-5
- COCCCNC(=S)NNC(=O)C(O)(c1ccccc1)c1ccccc1
    3	-7	-0.1	-4	7	21	1	8	6	-5
- Cc1ccc(-n2nnnc2CNC(=O)c2ccc3c(c2)OCO3)cc1C
    0	-9	-0.1	-3	-3	-26	5	6	2	-1
- CCCCN=c1scc(-c2ccc3c(c2)NC(=O)CO3)n1N=C1CCCC1
    -13	22	0.0	-8	-4	6	3	nt	-3	nt
- CCC(=O)N1CCCC(C)(C(=O)Nc2ccc(C)c(C)c2)C1 (centres undefined)
    6	nt	-0.3	-6	nt	nt	nt	0	nt	0
- COc1ccc(C(C)(C)C)cc1NC(=O)COC(=O)CN1C(=O)NC2(CCCCC2C)C1=O (centres undefined)
    -4	10	-0.1	0	6	nt	-3	-1	nt	-2
- COc1ccc(-c2nnc(SCC(=O)NNC(=O)Cc3ccccc3)n2C)cc1OC
    -2	-11	-0.4	-2	-2	2	-5	-9	-1	-4
- O=C(O)CSCC(=O)N1CCN(c2nc3cc(Cl)ccc3s2)CC1
    0	5	-0.8	-10	7	7	-6	0	-1	6
- O=C(CSC1=NC(=O)C(Cc2ccccc2)C(=O)N1)NC1CCCCC1 (centres undefined)
    -7	13	-0.2	-4	4	-2	1	-19	-1	-2
- CCCCn1c(=O)[nH]c(=O)c2c1nc(-c1cc(Br)c(OCC)c(OC)c1)n2C
    11	-13	1.8	1	-6	26	0	-4	-3	10
- Cc1cccc(CC(=O)Nc2sc(C(C)C)cc2C(=O)N2CCOCC2)c1
    5	-8	-0.8	1	6	19	1	0	2	2
- Cc1c(C(=O)N2CCC(C)CC2)sc2ncnc(N3CCN(c4ccccc4)CC3)c12
    -22	-4	-2.0	-4	7	0	nt	-9	3	-6
- CCOc1ccc(NS(=O)(=O)c2cccs2)cc1S(=O)(=O)N1CCCC1
    -4	nt	-0.1	-6	-7	nt	nt	12	nt	12
- CCN(CC)C(=O)c1ccc(-c2nnc(Nc3ccc(O)cc3)c3ccccc23)cc1
    6	-3	-5.0	-1	12	26	1	6	4	3
- CN(C(=O)OCc1ccccc1)C(CC(N)=O)C(=O)O (centres undefined)
    -12	-1	-0.7	-2	-7	26	-1	-8	3	-2
- COc1ccc(CCN2CC(C(=O)NCCc3cccc(F)c3)CCC2=O)cc1 (centres undefined)
    -3	-5	0.1	-2	-7	-24	nt	-10	2	0
- COc1ccc(OCC(=O)NC2CCSc3ccccc32)cc1 (centres undefined)
    -5	-9	-0.3	-1	0	nt	13	3	nt	5
- O=C(CN1CCC(C(=O)c2ccc(F)cc2)CC1)NCc1ccccc1F
    17	-9	1.2	13	-5	-2	-15	6	1	-2
- CCOC(=O)/C(C#N)=N/Nc1ccccc1C(=O)O
    -4	nt	1.4	2	-3	4	-12	6	0	-5
- C[C@@H](C(=O)NCCc1c[nH]c2ccccc12)[C@H]1C[C@]1(C)[C@H](NC(=O)OCc1ccccc1)c1ccccc1
    -1	-2	0.3	0	-2	-38	0	-2	1	14
- COc1ccc(/C=N/NC(=O)c2nc(-c3ccccc3)cc(-c3ccccc3)n2)cc1O
    3	nt	0.5	-1	-11	8	-32	-5	-6	-6
- Cc1ccc(C(=O)CCCn2nnc(-c3cccnc3)n2)cc1C
    -7	-8	0.1	3	1	17	-3	4	6	5

3 compounds out of the list, sorted by length of the SMILES, low to high:
Value order: BoNT-F LC inh	PriA SSB inh	BoNT A protease	Anthrax LF inh2	MazEF act	VHR inh abs	Rv3671c protease	CCHF vOTU inh	3CLpro inhibitor	PrPC surface inh
- O=C(CSc1ccccc1)NCC1(N2CCCCC2)CCCCC1
    14	-2	0.9	0	-2	nt	-5	20	nt	-4
- O=C(OCc1nc2ccccc2[nH]1)C12CC3CC(CC(C3)C1)C2
    -11	-17	-3.5	-5	3	19	-2	-3	0	1
- N/C(=N\OC(=O)c1ccc(Cl)cc1[N+](=O)[O-])c1cccnc1
    -4	nt	-1.0	-21	1	31	0	-8	6	1

Next entries follow.
Value order: BoNT-F LC inh	PriA SSB inh	BoNT A protease	Anthrax LF inh2	MazEF act	VHR inh abs	Rv3671c protease	CCHF vOTU inh	3CLpro inhibitor	PrPC surface inh
- O=C(COc1ccc(F)cc1)N1CCC(Cc2ccccc2)CC1
    2	-29	0.9	-1	0	19	-1	nt	2	nt
- CC(OC(=O)c1ccc(C#N)cc1)C(=O)Nc1ccc(Cl)cn1 (centres undefined)
    5	-7	5.8	-1	-30	nt	nt	9	nt	-3
- COCCCNC(=S)N1CCN(c2nc(-c3ccc(Cl)cc3)cs2)CC1
    -1	nt	0.2	-2	-2	nt	nt	12	nt	-1
- Cc1ccc(S(=O)(=O)N(C)C[C@@H]2OCc3cnnn3CCCC(=O)N([C@H](C)CO)C[C@@H]2C)cc1
    -8	nt	-0.4	-8	6	nt	nt	-1	nt	0
- O=C(CCNC(=O)OCc1ccccc1)NC1CCCCCC1
    6	-2	0.5	0	-3	13	2	-8	-5	-4
- Cc1noc(C)c1NC(=O)N(C)C[C@H]1OCc2cnnn2CCCC(=O)N([C@H](C)CO)C[C@H]1C
    -14	nt	-0.6	-8	nt	nt	nt	4	nt	6
- Cc1ccc(/C(O)=C2/C(=O)C(=O)N(CCN3CCOCC3)C2c2cccnc2)cc1 (centres undefined)
    -2	nt	0.5	-5	1	1	-8	0	-2	-8
- O=C(Nc1ccc(N2CCCC2)cc1)c1cc([N+](=O)[O-])ccc1N1CCOCC1
    -5	10	1.1	0	9	19	2	-14	2	-7
- Cn1c(=O)c2c(ncn2CCc2ccccc2)n(C)c1=O
    0	4	0.0	0	4	38	-6	-13	-3	0
- CCOc1cc(C#N)ccc1OCC(=O)N1CCN(C(=O)c2cccs2)CC1
    5	7	2.9	1	3	nt	-8	7	nt	2
- CCCCCCCC(=O)NC(Nc1ccccc1OC)C(Cl)(Cl)Cl (centres undefined)
    -11	-8	-1.0	-5	-13	17	-11	1	-2	1
- COc1ccc(N2CCc3c(C)nc(SC)nc32)cc1
    -5	-4	1.1	-2	13	2	2	-4	-3	-3
- CCOC(=O)c1ccc(NS(=O)C23CC4CC(CC(C4)C2)C3)cc1 (centres undefined)
    -4	8&-8	1.0	3	-5	-1	1	-2	2	22
- CCCCCCCCNC(=O)CCNC(=O)c1ccc(C(C)(C)C)cc1
    -3	-4	-1.7	-4	-1	6	-2	6	2	-4
- Cn1cccc1CC(=O)N/N=C/c1cc([N+](=O)[O-])ccc1Cl
    -2	nt	0.2	-3	5	22	-6	-2	5	-4

From PubChem
